# Screening data deposited in PubChem by several laboratories.
# Shn3 3UTR inh = reduces Shn3 3'UTR luciferase signal in osteoblasts; Clone20 osteoblast Shn3 3'UTR firefly luciferase, 24 h; inhibition, % at 12.5 µM; 360,000 tested, 0.52% active; AID 588674;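 active = mean inhibition of at least 75% with every replicate also reaching 75%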;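 also: 0% = median of neutral control wells and 100% = pilot-screen positive control compound; some compounds past the cut are filed as inactive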
# PDI inh = PDI (human) enzyme inhibition; inhibition, % at 10 µM; 350,000 tested, 0.052% active; PDI insulin aggregation turbidity, A650, 90 min;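 active = mean inhibition across replicates of 30% or more, whatever share of single replicates reach that level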;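 also: absorbance from insulin aggregation driven by PDI reduction with DTT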
# Target sequence (P07237 whole entry, looked up): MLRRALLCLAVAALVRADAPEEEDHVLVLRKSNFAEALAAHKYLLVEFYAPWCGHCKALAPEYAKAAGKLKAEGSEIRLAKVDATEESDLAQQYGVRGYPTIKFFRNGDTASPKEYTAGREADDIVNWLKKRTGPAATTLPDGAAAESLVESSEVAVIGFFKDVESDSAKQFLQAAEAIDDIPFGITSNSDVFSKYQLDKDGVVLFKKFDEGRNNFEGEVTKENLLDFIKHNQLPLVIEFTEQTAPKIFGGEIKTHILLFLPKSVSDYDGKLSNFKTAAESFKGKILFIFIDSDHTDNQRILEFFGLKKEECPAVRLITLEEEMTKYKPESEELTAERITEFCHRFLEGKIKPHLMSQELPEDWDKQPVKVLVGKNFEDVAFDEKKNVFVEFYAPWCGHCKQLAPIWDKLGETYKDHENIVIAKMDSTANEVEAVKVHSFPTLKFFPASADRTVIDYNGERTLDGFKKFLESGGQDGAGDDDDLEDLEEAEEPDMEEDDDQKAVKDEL
# CaV13 ICDI inh = Disruptors of the CACNA1D IQ motif to Ca2+-dependent inactivation inhibitor domain association, primary screening, Förster resonance energy transfer in intact living …; HEK cells, CFP/YFP FRET ICDI-IQ, plate reader, 10 min; percent FRET-ratio fall versus neutral wells; inhibition, % at 12.3 µM; 340,000 tested, 0.098% active; AID 743397;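 active = mean replicate inhibition of at least 30% and at least 1% of replicates passing that level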;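 also: 0% = median of the neutral control wells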
# iPSC survival up = increases survival of single human iPS cells; hiPSC single-cell survival, ATPlite luminescence; 100% = ROCK inhibitor wells, 0% = DMSO; survival enhancement, % at 20 µM; 360,000 tested, 0.044% active; in the data active = survival enhancement above about 18%;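 also: cells exposed to compounds for 16 hours before the ATP read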
# HTR2A ag = mouse HTR2A agonism via beta-arrestin recruitment | P35363 | CHO-K1 mHTR2A beta-arrestin complementation, luminescence; percent of 30 µM serotonin response | activation, % at 7.6 µM | 360,000 tested, 0.66% active;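 active = activation above a run cutoff, the mean activation of all tested compounds plus 3 SD, cut at about 14% in these data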;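 also: 0% = plate median of compound wells and 100% = 30 µM serotonin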
# TRPM1 prom inh = inhibitors of MITF-driven TRPM1 promoter in melanoma cells | 330,000 tested, 0.83% active | SK-MEL-5 TRPM1 promoter luciferase, 24 h | inhibition, % at 12.5 µM;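 active = mean inhibition across replicates of 60% or more, whatever share of single replicates reaches that level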; also: values of inactives mirror those of a sister screen read the other way
# NR2E3 ag-1 = agonists of human nuclear receptor NR2E3 | inhibition of corepressor binding, % at 4.78 µM | 320,000 tested, 0.12% active | AID 2300 | Q9Y5X4 | GST-NR2E3/biotin-RetCOR TR-FRET, 1536-well;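 active = percent inhibition above the cutoff of mean plus 3 SD of all tested compounds, set per screening campaign, cut at about 20% in these data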;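 also: 0% = DMSO wells and 100% = biotin wells as full block of FRET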
# Target sequence (Q9Y5X4 whole entry, looked up): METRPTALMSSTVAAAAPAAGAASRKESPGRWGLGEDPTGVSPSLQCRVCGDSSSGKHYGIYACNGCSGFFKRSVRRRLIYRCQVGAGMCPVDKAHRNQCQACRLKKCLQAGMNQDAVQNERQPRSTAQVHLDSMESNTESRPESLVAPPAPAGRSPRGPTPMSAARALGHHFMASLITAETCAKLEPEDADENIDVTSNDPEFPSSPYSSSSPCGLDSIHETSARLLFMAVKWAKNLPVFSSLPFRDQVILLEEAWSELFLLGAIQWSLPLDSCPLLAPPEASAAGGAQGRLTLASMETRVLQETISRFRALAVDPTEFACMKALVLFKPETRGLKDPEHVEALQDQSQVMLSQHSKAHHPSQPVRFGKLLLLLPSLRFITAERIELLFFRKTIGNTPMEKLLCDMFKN
#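 System: GST-tagged NR2E3 plus biotinylated RetCOR corepressor; Amount: 1.35 nM GST-tagged NR2E3 final; Dosing: single nominal compound dose of 4.8 µM; Schedule: 5 h incubation at 4 °C; Technique: TR-FRET with europium anti-GST and streptavidin-D2, 340 nm excitation; Controls: biotin wells as high control, 0.6% DMSO wells as low control.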
# NR2E3 ag-2 = human photoreceptor-specific nuclear receptor agonism; Q9Y5X4; CHO-S Gal4-NCOR/VP16-NR2E3 two-hybrid, luciferase; inhibition of corepressor binding, % at 3.98 µM; 360,000 tested, 0.35% active; AID 602229;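 active = inhibition above the mean of all tested compounds plus 3 SD, cut at about 70% in these data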;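 also: 0% = DMSO with NR2E3 transfected cells and 100% = cells lacking NR2E3 construct; higher means lower luciferase signal from less NR2E3 corepressor binding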
# Peg3 promoter = inhibitors of Peg3 promoter | HeLa PEG-Prom luciferase reporter, luminescence, overnight | inhibition, % at 20 µM | 360,000 tested, 1.7% active | AID 588405;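 active = inhibition of at least 50% at 20 µM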
# HIF-2a inh = blocks HIF-2a reporter activity; 786-0 RCC cells HIF-2a reporter, luciferase luminescence, overnight; inhibition, % at 18.8 µM; 360,000 tested, 0.72% active;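 active = inhibition of the luminescence signal of 40% or more relative to plate controls, in a single-dose primary screen at 18.75 µM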
# Cardio protect = myocardial damage modulation in H9c2 cells | H9c2 cardiomyocytes, H2O2 injury protection, ATPLite, 2 h | protection from H2O2 cell death, % at 20 µM | 360,000 tested, 0.63% active;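 active = compounds giving at least 50% protection of heart cells from peroxide-induced death in the single-dose screen, raw or plate-pattern-corrected value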;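 also: 0% = DMSO wells with peroxide and 100% = DMSO wells without peroxide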
# The depositor's hits bear a star; · = no result given.
cpd	mol	Shn3 3UTR inh	PDI inh	CaV13 ICDI inh	iPSC survival up	HTR2A ag	TRPM1 prom inh	NR2E3 ag-1	NR2E3 ag-2	Peg3 promoter	HIF-2a inh	Cardio protect
1	CC(c1ccco1)N(C(=O)COc1ccc(Cl)cc1)c1ccccn1 (stereo not given)	-56	6	·	-2.8	4	-35	-4	-11	-194	-96	-2
2	O=C(Cc1nn[nH]n1)NCCC1=CCCCC1	-5	13	-3	2.0	2	-9	0	-9	2	20	1
3	CC(C)C(NS(=O)(=O)c1ccccc1)C(=O)N1CCN(C(=O)c2ccco2)CC1 (stereo not given)	-18	-8	-5	-0.5	2	-6	2	7	14	4	-1
4	CN(C)C1=NC[C@H](Cc2ccccc2)N1CC1CCCC1	69	3	-10	-3.5	3	-2	2	8	0	11	-12
5	CCSc1nnc([C@@H](NC(=O)OC(C)(C)C)C(C)C)o1	15	-1	-3	0.8	-4	4	2	1	14	11	-1
6	CC1(C(=O)Nc2ccccc2F)CCN1C(=O)Cc1cc(F)ccc1F (stereo not given)	-18	12	-5	-2.1	-1	·	·	11	-2	1	0
7	O=C(NC1CC2CCC(C1)N2Cc1ccco1)c1ccccc1 (stereo not given)	-7	-2	-4	-0.4	-2	8	2	-4	10	5	-1
8	CCOC(=O)N1CCN(c2ncnc3nc[nH]c23)CC1	-17	-6	-6	5.1	-1	·	2	-14	-86	-33	7
9	CC(=O)CSc1ccc(C(=O)O)cn1	-10	-4	-6	-0.2	0	5	-2	1	6	14	3
10	COc1ccc(C(=O)/C=C/c2cn(CN3CCN(C)CC3)c3ccccc23)cc1	-104	2	·	-1.7	-5	-93	7	-43	-283	-358	-9
11	CCn1cc(C(=O)NCCC(=O)NCCO)c(=O)c2cc3c(cc21)OCO3	-6	5	-3	0.4	-5	1	-2	23	8	21	4
12	COCCNC(=O)C(c1ccc(Cl)cc1)N(CCOC)C(=O)CCC(=O)Nc1nccs1 (stereo not given)	-13	-2	-6	2.4	0	·	0	-9	5	9	13
13	CCO[C@@H]1OC(C(=O)NCc2ccccc2)=C[C@H](c2ccc3c(c2)OCO3)[C@H]1CCCO	-60	-3	-10	-1.3	0	8	0	3	0	16	-2
14	O=C(CC(=O)c1ccccc1)Nc1cc([N+](=O)[O-])ccc1Cl	1	5	-1	0.1	1	-8	4	-15	-61	-102	-4
15	Cc1ccc(-c2cc(C(=O)OCC(=O)N(C)C3CCS(=O)(=O)C3)c3ccccc3n2)o1 (stereo not given)	-11	-2	-37	-0.2	8	-18	-1	-9	-27	-8	9
16	CCCc1sc(N/N=C/c2ccccn2)nc1-c1ccc(Br)cc1	84	1	-10	0.2	0	58	6	-50	-52	-176	3
17	COc1ccc2c(c1)[C@H]1[C@H](CO2)[C@H](c2ccccc2)[C@]2(C)C(=O)Nc3ccc(Cl)cc3C(=O)N12	3	-2	-10	-1.1	4	-7	·	13	-4	20	-6
18	COc1ccc(C(=O)NCC(=O)N2CCN(C(=O)c3ccco3)CC2)cc1OC	-17	5	-7	-0.2	-5	-13	·	-6	-5	0	6
19	COc1ccc(NC(=O)c2cccc3c2C(=O)c2ccc(-c4ccc(F)cc4OCc4ccccc4)cc2S3(=O)=O)cc1	22	9	-6	1.3	-8	3	·	4	47	-31	-1
20	CN1C(=O)N(CC(=O)N2CCN(S(=O)(=O)Cc3ccccc3)CC2)C(=O)C12CCCCC2	16	20	-3	-0.4	-1	7	·	-20	1	8	2
21	Nc1cc(-c2cccc([N+](=O)[O-])c2)[nH]n1	-21	0	-2	0.3	0	3	2	-41	-20	-4	-2
22	CN1/C(=C\C(=O)Nc2cccc(Cl)c2)C(C)(C)c2ccccc21	11	-20	7	0.3	6	-6	4	-1	-30	-38	-8
23	COc1ccc(/C(C)=N/NC(=O)c2cc(C)[nH]n2)c(OC)c1	-5	-2	-3	-0.3	1	-19	5	-5	-28	-18	3
24	O=C(C1CC1)N1N=C(c2ccc(Cl)cc2)CC1(O)C(F)(F)F (stereo not given)	0	-1	-14	1.1	-3	6	6	-29	-2	-11	-9
25	CC(=O)Nc1ccc(S(=O)(=O)Nc2nc(C)nc3sc(C)c(C)c23)cc1	2	2	-3	-0.3	4	-1	·	9	16	0	18

# (cont.)
cpd	mol	Shn3 3UTR inh	PDI inh	CaV13 ICDI inh	iPSC survival up	HTR2A ag	TRPM1 prom inh	NR2E3 ag-1	NR2E3 ag-2	Peg3 promoter	HIF-2a inh	Cardio protect
26	CN(CC(=O)Nc1ccc(Cl)c(C(F)(F)F)c1)C(=O)c1ccc(OCC2CCCO2)cc1 (stereo not given)	34	-10	-2	-0.2	-7	25	1	40	-4	-38	-6
27	NC(=O)c1ccsc1NC(=O)CSc1nncs1	12	-1	-4	0.3	-18	-2	·	14	-3	-8	4
28	COc1ccccc1CNC(=O)CSc1ccc(-c2ccncc2)nn1	-25	-1	-16	-0.7	1	-6	0	-15	6	11	8
29	NC(=O)c1ccc(NC(=O)COC(=O)c2ccc3c(c2)OCCO3)cc1	5	6	-2	0.1	3	-11	-2	1	-1	11	-9
30	O=C(c1ccccc1)C(Nc1cccc([N+](=O)[O-])c1)c1ccccc1 (stereo not given)	68	9	-2	-2.4	-4	22	·	-4	2	1	-7
31	C[N+](C)(C)CCCN(Cc1ccc2c(c1)OCO2)C(=O)NC1CCCCC1	-3	-5	7	-0.1	0	5	-2	-14	-2	13	2
32	COc1ccc(-n2cnc(=S)[nH]c2=S)cc1	-5	2	-2	-0.9	1	15	·	8	-86	-92	-11
33	CCCn1cc(CN2CCC(N3CCC(C(=O)N4CCOCC4)CC3)CC2)c(C)n1	7	-1	-4	-0.7	-3	5	4	-13	6	13	-2
34	CC(=O)Nc1sc2c(c1-c1nc3ccccc3s1)CCN(C(C)C)C2	81	·	·	-2.9	-9	77*	-4	3	99*	40*	-6
35	Cc1nn(S(=O)(=O)c2cccs2)c(C)c1Sc1ccc([N+](=O)[O-])cc1	22	0	-4	-0.9	-3	11	0	20	22	-2	-23
36	CCOC(=O)[C@@H]1[C@H]2COc3ccccc3[C@H]2N2C(=O)N(c3cccc(Cl)c3)C(=O)[C@]12C	13	-11	-6	6.0	2	-2	·	13	10	6	0
37	CSc1ccc(CNc2cccc3ccccc23)cc1	-35	-5	-7	-2.4	-6	-6	2	-13	-20	-79	-11
38	Cc1ccc(NC2=NC(c3ccc(O)cc3)n3c(nc(C)cc3=O)N2)cc1 (stereo not given)	4	2	-6	4.5	-11	4	0	2	11	12	14
39	Cc1cccc(N2CCN(S(=O)(=O)c3c(C)[nH]c(C)c3C(=O)N3CCCC3)CC2)c1C	9	-5	-6	0.1	-1	4	2	21	8	1	-4
40	c1ccc2c(-c3ccc4nncn4c3)cncc2c1	10	-2	-5	2.1	1	·	·	-93	6	5	1
41	CC(C)OCCCn1c(=NC(=O)c2ccncc2)c(C#N)cc2c(=O)n3ccccc3nc21	-1	1	-9	-1.4	-1	2	1	0	0	-3	2
42	S=C(NCCCn1ccnc1)Nc1ccc(Cl)cc1Cl	-6	0	5	0.6	-1	4	2	-8	21	13	-1
43	C[C@@H](NC(=O)C1(c2ccccc2)CCN(C(=O)OC(C)(C)C)CC1)C(=O)N[C@@H](Cc1ccccc1)C(=O)O	-15	·	·	-2.1	2	-1	1	-4	-6	-2	-2
44	CCc1nnc(NC(=O)CSc2nc3c([nH]c4ccccc43)c(=O)n2CCOC)s1	1	-7	-5	0.5	-7	30	-2	-14	32	17	5
45	COc1cc(C(=O)NNC(=O)Cc2ccc(S(=O)(=O)N3CCOCC3)s2)cc(OC)c1OC	-22	5	-2	-0.5	3	-11	1	0	7	18	0
46	O=C(CN1CCC(O)(c2ccc3c(c2)OCO3)CC1)NC1CCCCC1	-48	-3	-2	2.5	-1	3	1	-1	15	14	-6
47	COc1ccccc1CNc1nc(Oc2cccc(F)c2)c2sccc2n1	2	-1	-6	-1.8	-2	·	·	-4	19	17	-6
48	O=C(Cn1nnc2ccccc21)C1CC1	-9	-3	·	-0.7	5	8	2	10	9	14	9
49	CC(=O)Nc1cc2c(cc1[N+](=O)[O-])OCCO2	-3	4	-5	0.7	-3	-6	3	13	13	20	1
50	CC(C)C[C@@H](CNCC(=O)[C@H](CC(C)C)NC(=O)c1[nH]cnc1C(=O)N[C@@H](C)CN)NC(=O)c1nc[nH]c1C(=O)N[C@@H](Cc1ccccc1)C(=O)O	-3	1	-9	4.1	0	3	·	-28	-4	-4	2

# Other results.
cpd	mol	Shn3 3UTR inh	PDI inh	CaV13 ICDI inh	iPSC survival up	HTR2A ag	TRPM1 prom inh	NR2E3 ag-1	NR2E3 ag-2	Peg3 promoter	HIF-2a inh	Cardio protect
51	COc1cc(NC(=O)c2cccnc2SC)cc(OC)c1OC	-14	5	0	1.7	-1	8	5	-19	19	13	1
52	CCCCn1c(N2CCCC2)nc2c1c(=O)[nH]c(=O)n2C	-30	1	-8	-0.9	7	1	-3	-14	6	29	9
53	COc1ccc(CCNC(=O)CC(C)(C)CC2=NS(=O)(=O)c3ccccc3N2)cc1OC	14	3	-7	-0.5	7	9	1	-11	9	-1	3
54	CC(c1ccccc1)n1c(-c2ccccc2F)n[nH]c1=S (stereo not given)	12	-4	-20	-0.6	6	-5	3	9	15	19	10
55	O=c1c2ccccc2ncn1CCCSc1ccc(Cl)cc1	6	-3	·	-0.5	-6	-7	-2	-27	-27	-31	4
56	C[C@H](CO)N1C[C@H](C)[C@@H](CN(C)CC2CCCCC2)Oc2c(NC(=O)C3CC3)cccc2C1=O	9	8	-9	-2.3	-3	5	·	-21	-3	10	24
57	CC1(C(=O)NS(=O)(=O)c2ccccc2)CCN1C(=O)C1(c2ccccc2)CCCC1 (stereo not given)	-5	-10	-5	1.3	-2	·	·	-9	2	4	-1
58	O=C(Cc1ccccc1)Nn1cnc2ccccc21	-12	-1	·	-1.8	4	1	-5	-4	0	-5	0
59	COc1ccc(C(=O)Nn2cnnc2)cc1OC	-4	-4	-7	-0.2	6	11	6	18	-3	15	2
60	CN(CCN1CCOCC1)C(=O)C1CCC(=O)N(Cc2ccc(Cl)cc2)C1 (stereo not given)	-13	-4	-9	2.4	5	·	·	-23	-11	-4	-1
61	CCOc1ccc(/C=C2/Sc3ccc(C(=O)NCC4CCCO4)cc3N(C)C2=O)cc1OC (stereo not given)	8	5	-2	0.8	-3	-13	2	-6	31	9	9
62	CC(C)NS(=O)(=O)c1ccc(OCC(=O)N2CCCC2)cc1	-8	1	-6	0.6	1	-5	-4	5	-3	14	4
63	Cc1cc(C)nc(-n2nc(C)cc2NC(=O)CNC2CCCCC2)n1	17	-2	·	4.8	2	10	-1	0	19	15	3
64	O=C(O)c1cnn2c(C(F)(F)F)cc(-c3ccco3)nc12	-21	2	-4	0.4	4	16	2	10	4	12	-2
65	CCCN(CCC)CC(O)COc1ccc([N+](=O)[O-])cc1 (stereo not given)	9	-3	1	-1.8	-1	5	1	-28	0	6	-5

# Compounds were not picked by outcome (roughly 3.9% active in at least one column).
